Assay outcomes from PubChem.
APE1 inh – qHTS Assay for Inhibitors of the Human Apurinic/apyrimidinic Endonuclease 1 (APE1); DNA repair nuclease/redox regulator APEX1 (Homo sapiens), P27695; recombinant APE1, TAMRA/BHQ-2 abasic DNA cleavage fluorescence; Potency, µM (series often up to 65.8 µM), for inactives: at the top dose activity change, negative = inhibition, most hits filed as inhibitors; actives 0.35% (n = 350,000);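 note: potency is the fitted concentration of half-maximal effect; plate controls were vehicle for no effect and reference inhibitor for full effect; nearly all actives have a fitted effect of over 55% in size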
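APE1 at 0.75 nM preincubated 15 min at room temperature with compound. Reaction then started with 50 nM double-stranded THF-abasic substrate labelled with TAMRA/BHQ-2, and 525/598 nm fluorescence read kinetically. Activity taken as third-minus-first read difference, normalized to DMSO and NSC13755 controls.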
Anesthetic bind – qHTS Assay for Identification of Novel General Anesthetics | apoferritin/1-aminoanthracene competitive binding, fluorescence | Potency, µM (top dose mostly 77.5 µM), for the others: at the highest dose activity change, negative = displacement, hits mostly inhibitors | actives 0.074% (n = 350,000) | AID 485281, 2010; note: potency is the fitted concentration of half-maximal effect; % is set by controls: 0 for no effect and ±100 for the full control effect; nearly all actives have a fitted effect of over 20% in size
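Horse-spleen apoferritin (10 uM) was mixed with 50% saturated 1-aminoanthracene in PBS, exposed to compounds for 10 min at room temperature, and read for fluorescence (ex 380 nm, em 535 nm). Competitive displacement was fitted with a four-parameter Hill equation.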
Pol iota inh – qHTS for Inhibitors of Polymerase Iota; actives 1% (n = 390,000); Potency, µM (top dose mostly 115 µM), for the others: at the top dose activity, negative = inhibition, usual class: inhibitors; AID 588590, 2011; DNA polymerase iota (Homo sapiens), Q9UNA4; Pol iota fluorescent replication assay, 10 min; note: potency is the fitted concentration of half-maximal effect
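Pol iota at 10 nM preincubated 15 min with compounds at room temperature; reaction started with fluorescent substrate, 50 nM final. Fluorescence read kinetically at 0 and 10 min; buffer-only wells as negative control.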
BLM helicase inh – qHTS Assay for Inhibitors of Bloom's syndrome helicase (BLM); RecQ-like DNA helicase BLM (Homo sapiens), P54132; recombinant BLM DNA unwinding, fluorescence dequenching; Potency, µM (highest dose often 56.1 µM), for inactives: top-dose activity change, negative = inhibition, most hits filed as inhibitors; actives 0.2% (n = 350,000);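 note: potency is the fitted concentration of half-maximal effect; plate controls were vehicle for no effect and no enzyme for full effect; nearly all actives have a fitted effect of over 35% in size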
TRHR ag – qHTS for Small Molecule Agonists and Allosteric Enhancers of Human TRH Receptor: Primary Screen for Agonists; TRHR cells, calcium flux fluo-8, FDSS agonist mode; activation, % at 2 µM; actives 0.18% (n = 360,000); AID 493084, 2011; in the data active = activation above about 30%; note: 0% is about no effect
Target sequence (P34981 whole entry, looked up): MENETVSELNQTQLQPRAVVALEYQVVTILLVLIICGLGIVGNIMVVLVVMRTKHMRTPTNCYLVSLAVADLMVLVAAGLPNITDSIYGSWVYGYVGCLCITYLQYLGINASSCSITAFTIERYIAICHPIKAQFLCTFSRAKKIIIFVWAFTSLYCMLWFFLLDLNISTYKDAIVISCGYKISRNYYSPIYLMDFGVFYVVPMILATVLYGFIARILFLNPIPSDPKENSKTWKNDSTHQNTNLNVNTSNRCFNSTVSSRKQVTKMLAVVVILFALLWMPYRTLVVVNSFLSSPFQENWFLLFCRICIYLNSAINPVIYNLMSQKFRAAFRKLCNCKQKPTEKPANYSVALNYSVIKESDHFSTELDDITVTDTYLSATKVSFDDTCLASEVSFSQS
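TRHR-expressing cells, plated overnight in medium with 10% serum, were loaded with fluo-8 calcium dye at room temperature. After a 10 s baseline, library compound was pin-added and calcium release was recorded kinetically (ex 480/em 530) as agonist response.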
ALOX12 inh – Primary qHTS assay for inhibitors of human arachidonate 12S-lipoxygenase (ALOX12): Round 2. actives 1.1% (n = 580,000). purified 12hLO, xylenol orange hydroperoxide absorbance. Potency, µM (doses to about 108 µM), without a hit: at the top dose activity change, negative = inhibition, actives largely listed as inhibitors. AID 1671190, 2021; note: potency is the fitted concentration of half-maximal effect; % is set by controls: 0 for no effect and ±100 for the full control effect
Target sequence (P18054 whole entry, looked up): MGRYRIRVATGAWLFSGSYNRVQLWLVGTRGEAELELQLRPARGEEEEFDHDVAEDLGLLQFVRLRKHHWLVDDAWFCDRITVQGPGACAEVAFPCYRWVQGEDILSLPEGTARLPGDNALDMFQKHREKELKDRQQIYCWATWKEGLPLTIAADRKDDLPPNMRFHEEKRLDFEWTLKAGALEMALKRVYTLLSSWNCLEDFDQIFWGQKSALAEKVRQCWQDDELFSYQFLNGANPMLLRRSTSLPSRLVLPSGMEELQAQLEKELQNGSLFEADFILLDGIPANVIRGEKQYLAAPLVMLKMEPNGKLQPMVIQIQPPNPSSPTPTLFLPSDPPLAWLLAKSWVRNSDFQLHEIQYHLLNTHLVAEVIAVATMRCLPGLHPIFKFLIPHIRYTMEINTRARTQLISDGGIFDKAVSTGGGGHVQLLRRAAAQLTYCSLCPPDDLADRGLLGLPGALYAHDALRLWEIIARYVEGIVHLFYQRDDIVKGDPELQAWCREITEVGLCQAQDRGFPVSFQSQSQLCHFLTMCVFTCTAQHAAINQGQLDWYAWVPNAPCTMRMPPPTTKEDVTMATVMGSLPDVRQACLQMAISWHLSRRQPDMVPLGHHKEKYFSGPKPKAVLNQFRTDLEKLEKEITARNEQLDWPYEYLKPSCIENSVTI
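Purified human 12hLO (150 nM final) in 25 mM Hepes, 0.01% Triton X-100, pH 7.0 was preincubated 15 min at room temperature with compound. Then 40 uM arachidonic acid was added, 30 min. Hydroperoxide was read by Fe-XO absorbance ratio 573/405 nm.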
Pol beta inh – qHTS Assay for Inhibitors of DNA Polymerase Beta; Pol beta primer extension/strand displacement, fluorescence kinetic; P06746; actives 1.3% (n = 340,000); Potency, µM (titrated, usually from 114 µM), for the others: at the highest dose activity change, negative = inhibition, actives largely listed as inhibitors; note: potency is the fitted concentration of half-maximal effect; % is set by controls: 0 for no effect and ±100 for the full control effect
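Kinetic readout of DNA synthesis with strand displacement by Pol beta. Compound and 10 nM enzyme sit 15 min at room temperature; 50 nM substrate starts the reaction, read immediately and at 10 min.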
ERG-DNA inh – qHTS for Small Molecule Inhibitors of the ERG Ets/DNA interaction | Transcriptional regulator ERG (Homo sapiens), P11308 | fluorescence polarization, His-ERG Ets domain / labelled DNA | Potency, µM (titrated, usually from 76.9 µM), inactives show at the highest dose FP activity, negative = inhibition, most hits filed as inhibitors | actives 0.028% (n = 370,000); active = well fitted inhibition curve with a large enough effect in the polarisation, with a control signal flat; inconclusive = small, poorly fitted or top-dose-only effect, or effect the other way, or a change in a side signal; inactive = no such curve, though single readings can be large or run the other way; the % refers to the polarisation;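 note: polarization taken with two DNA probes labelled with fluorescein and Texas red; potency is the fitted concentration of half-maximal effect; % of control where 0% means no effect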
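His-tagged ERG Ets domain (1 uM in the protein solution; 300mM KCl, 50mM Tris-HCl, 1mM EDTA, 1mM DTT, pH 7.5) received compound, then a probe mix of 5 nM fluorescein-DNA and 100nM Texas-615-DNA. Fluorescence polarization was read for both dyes.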
POLK inh – qHTS for Inhibitors of Polymerase Kappa. actives 0.53% (n = 400,000). Potency, µM (titrated, usually from 107 µM), inactives show top-dose activity, negative = inhibition, most hits filed as inhibitors. AID 588579, 2011. DNA polymerase kappa (Homo sapiens), Q9UBT6. purified Pol kappa, fluorescent DNA synthesis assay, 10 min; note: potency is the fitted concentration of half-maximal effect; % is set by controls: 0 for no effect and ±100 for the full control effect
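Kinetic fluorescence screen: compound preincubated 15 min RT with 10 nM enzyme; 50 nM substrate (final) initiates; reads at 0/10 min.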
Starred values were filed as active, the others as inactive; i = inactive; ? = inconclusive; nt = no result given; & = joins results of further samples; [ ] = another dose, or the depositor's remark. Unless noted, calls come from the whole dose curve; as a rule, active = well fitted curve in the direction sought with a large enough effect; inconclusive = small, poorly fitted or top-dose-only effect, or another doubt; inactive = no such curve, though single readings can be large; an effect the other way counts as inactive or inconclusive.

SMILES | APE1 inh | Anesthetic bind | Pol iota inh | BLM helicase inh | TRHR ag | ALOX12 inh | Pol beta inh | ERG-DNA inh | POLK inh
CC(C)(C)c1ccc(OCCNC(=O)Cc2ccc(F)cc2)cc1 | 5% | ? | 33%[activator] | -2% | 0.3 | 0% | -1% | 2% | -5%
COC(=O)CSC(=S)N1CCCC(C)C1 (configuration not stated) | -1% | ? | 39%[activator] | 1% | 0.7 | 2% | ? | 0% | -5%
CCOC(=O)c1nn(-c2ccc3c(c2)OCCO3)cc1O | -5% | -9% | 122%[activator] | 0% | 0.4 | -8% | 27% | -1% | -8%
CCCCN(CCCC)CP(=O)(c1ccccc1)c1ccccc1 | 8% | -15% | -9% | -8% | -0.1 | 0% | 0% | -6% | 2%
COCCn1c(C)cc(C(=O)CSc2ccc3ccccc3n2)c1C | -6% | -13% | ? | -8% | -0.4 | -28% | -21% | 0% | -7%
Cn1c(C(=O)NCCCN2CCc3ccccc3C2)cc2c(=O)n(C)c3ccccc3c21 | -2% | -20% | ? | 49%[activator] | -0.4 | 358%[activator] | 0% | 17% | -20%
Cc1ccccc1-c1nnc(CS(=O)(=O)c2ccccc2)o1 | -3% | -7% | 49%[activator] | 4% | -1.5 | 17% | 3% | 9% | -1%
O=C(NCc1ccccn1)c1ccc(CNS(=O)(=O)c2cccc(Cl)c2)cc1 | -14% | -5% | 1% | 0% | 0.2 | -12% | 1% | -26% | -22%
COc1ccccc1CNc1ccc(CNc2ncn[nH]2)cc1 | -7% | -19% | -11% | -1% | -0.5 | 28% | 13% | 2% | -16%
CC1CCCC(C)N1CC(O)COc1ccc(Cl)cc1 (configuration not stated) | 1% | -12% | -6% | -2% | -0.5 | ? | 35% | -9% | 13%
NC(=O)NOCc1ncc(C(F)(F)F)cc1Cl | 11% | -10% | 15% | -4% | -0.1 | i | 28% | 9% | -2%
COc1cccc2sc(N(CCCN(C)C)C(=O)C(c3ccccc3)c3ccccc3)nc12 | 3% | -17% | -13% | -9% | 3.8 | ? | 24% | -2% | -19%
CS(=O)(=O)N(CC(=O)N1CCN(c2ccc(F)cc2)CC1)C1CCCCC1 | -11% | -12% | 14% | -2% | -0.2 | 14% | 24% | nt | 6%[60.1 µM]
CCCNC(=O)CN1C(=O)CSc2ccc(S(=O)(=O)N3CCC(C)CC3)cc21 | nt | -9% | 47%[activator] | -3% | -0.2 | -16% | 14% | 4% | -1%
CN(Cc1ccccc1)c1ncnc2onc(-c3ccc(F)cc3)c12 | nt | 2% | -15% | -24% | -0.7 | -9% | -27% | 5% | -5%
CC(C)(C)NS(=O)(=O)c1ccc(OCC(=O)Nc2ccc3c(c2)OCCO3)cc1 | -5% | ? | 5% | -1% | 0.2 | -13% | -1% | 8% | -5%
CN(C)S(=O)(=O)c1cccc2nsnc12 | ? | -8% | -5% | -2% | 0.3 | 2% | 37%[activator] | 8% | -6%
CC(=O)N1CCC(C(=O)Nc2nc(-c3ccccc3)ns2)CC1 | -4% | -1% | -6% | 5% | 0.8 | 25% | 30% | ? | -4%
COC(=O)N1[C@H](Cc2ccccc2)C=C[C@]1(C)C(=O)O | 0%&-7% | 4%&-2% | 15% | 1%&-1% | 0.2 | -15% | 6% | -3% | -16%
CCOC(=O)C1CCN(C(=O)c2ccco2)CC1 | -2% | -7% | 12% | 0% | 0.4 | 4% | 11% | 0% | -4%
COC(=O)c1ccc(CSc2nc3ccc(S(=O)(=O)N4CCOCC4)cc3[nH]2)cc1 | ? | -6% | 14% | -17% | 0.9 | -3% | 6% | 3% | -24%
CCN(CC)S(=O)(=O)c1ccc(C(=O)OCC(=O)NCCN2C(=O)CSC2=O)cc1 | -3% | -9% | 2% | 1% | -0.2 | 2% | -10% | -20% | 6%
CCOc1ccc(NC(=O)CN(C)C(=O)c2n[nH]c(=O)c3ccccc23)cc1OCC | 3% | nt | -15% | nt | 0.3 | -6% | nt | -6% | -12%
Cn1c(Cn2c(=O)sc3ccccc32)nnc1SCC(=O)N1CCCC1 | 0% | -9% | -14% | 4% | 1.2 | 383%[activator] | 42% | 3% | -4%
COc1cc(-c2noc(C)c2C(=O)NCCc2c[nH]c3ccccc23)cc(OC)c1OC | 9% | -16% | 15%&9% | -6% | -0.8 | ? | -1% | -4% | -8%&-8%
O=C(NC1CCCCC1)C(=S)NCc1ccccc1 | -1% | ? | 10% | -16% | -0.9 | -2% | -5% | 2% | 5%
CC1CCN(Cc2cc(=O)oc3cc4c(cc23)CCCC4)CC1 | -10% | -5% | 0% | -3% | 0.0 | 0% | 13% | 10% | 0%
O=C(c1cccc(S(=O)(=O)N2CCCC2)c1)N1CCCC(C(F)(F)F)C1 (configuration not stated) | 6% | nt | 14% | nt | 0.0 | -1% | nt | -3% | -1%
Cc1cccc(Oc2ccc(NC(=O)CCC(=O)OCC(=O)c3ccc(Br)cc3)cc2)c1C | nt | ? | -1% | -2% | -0.4 | -7% | 3% | -2% | -18%
NS(=O)(=O)c1ccc(NC(=S)NC(=O)c2cccc(Br)c2)cc1 | 2% | -24% | 63%[activator] | -4% | 0.2 | ? | 0% | 0% | -3%
COC(=O)c1ccc(Oc2ccc(C(C)(C)C)cc2)c([N+](=O)[O-])c1 | -4% | -18% | 5% | -7% | 0.5 | 2% | 1% | 3% | -1%
CC(C)C(=O)Nc1ccc2c(c1)C(=O)N(CCC(=O)O)C2=O | -2% | 124%[activator] | -5% | 0% | 0.1 | 53% | 1% | 11% | -4%
Cn1c(CNC(=O)CSc2n[nH]c(-c3ccccc3Cl)n2)nc2ccccc21 | nt | 0% | 34%[activator] | 2% | -0.7 | -7% | 18% | -2% | 2%[60.1 µM]
CS(=O)(=O)N1N=C(c2ccco2)CC1c1ccc(Cl)cc1 (configuration not stated) | 1% | 8% | ? | 2% | -0.6 | ? | -18% | nt | -23%
CCOC(=O)c1cc(-c2ccc(OC)cc2)n(CCC(=O)NC2CCCCC2)c1C | nt | 6% | 6% | 2% | -0.5 | -11% | -2% | 0% | -13%[60.1 µM]
CC(C)(C)NC(=O)NC(=O)CN1CCN(c2ccccc2O)CC1 | 0% | -7% | 190%[activator] | -8% | -0.1 | 0% | -1% | -5% | 1%
Nc1cccc(Oc2cnccn2)c1 | 6% | -4% | ? | -1% | 1.0 | 5% | -19% | -2% | -7%
Nn1c(SCC(=O)Nc2c(Cl)cccc2Cl)nncc1=O | -8% | nt | 30% | nt | 0.2 | 3% | nt | 1% | 6%
CC(C)c1ccc(NC(=O)CN2CCN(C(=O)C3CCCO3)CC2)cc1 (configuration not stated) | 22% | -5% | 4% | -2% | 0.3 | 0% | -20% | -8% | -3%
COc1ccccc1CNC(=O)COC(=O)CSc1ccc(C)c(C)c1 | 18% | nt | -12% | nt | -1.1 | -5% | nt | 20% | -10%
O=C(CSc1nc2ccccc2c(=O)n1C1CC1)NCc1ccccc1 | -2% | -9% | 12% | 3% | -0.3 | 0% | ? | 2% | -5%
CCOC(=O)N1CCc2c(sc3c2c(=O)n(Cc2ccccc2)c(=O)n3Cc2ccc(C)cc2)C1 | -4% | -15%&7% | 22%&21% | -11%&-8% | 0.9&0.9 | -5%&-14%&-1% | 35%&-24% | 2%&-1% | -9%&-19%
O=C(CN1CCN(Cc2ccccc2F)C1=O)NCc1cccnc1 | -1% | -7% | ? | -1% | 0.3 | -13% | 0% | -4% | 0%
CCCCN(C)C(=O)c1cc2c(s1)-c1ccccc1S(=O)(=O)C2 | 16% | 0% | 55%[activator] | -2% | -0.6 | -1% | 6% | 2% | 7%
CCOC(=O)CCc1c(C)nc2cc(-c3ccc(F)cc3)[nH]n2c1=O | 3% | -2% | -2% | 2% | -0.6 | 0% | -9% | 11% | 3%
O=C1CCCN1CCCNc1ncnc2c1[nH]c1ccc(Cl)cc12 | -5% | -5% | ? | -4% | -0.1 | 7% | ? | 5% | -6%
COc1ccc(-c2nc3n(n2)C(c2ccccc2F)C(C(=O)Nc2cccnc2)=C(C)N3)cc1OC (configuration not stated) | nt | -13% | 21% | -1% | 0.2 | -20% | 0% | 12% | 4%

Sorted by heavy-atom count (lowest first): some entries from above
SMILES | APE1 inh | Anesthetic bind | Pol iota inh | BLM helicase inh | TRHR ag | ALOX12 inh | Pol beta inh | ERG-DNA inh | POLK inh
Nn1c(SCC(=O)Nc2c(Cl)cccc2Cl)nncc1=O | -8% | nt | 30% | nt | 0.2 | 3% | nt | 1% | 6%
O=C1CCCN1CCCNc1ncnc2c1[nH]c1ccc(Cl)cc12 | -5% | -5% | ? | -4% | -0.1 | 7% | ? | 5% | -6%
CCOC(=O)CCc1c(C)nc2cc(-c3ccc(F)cc3)[nH]n2c1=O | 3% | -2% | -2% | 2% | -0.6 | 0% | -9% | 11% | 3%
COc1ccccc1CNC(=O)COC(=O)CSc1ccc(C)c(C)c1 | 18% | nt | -12% | nt | -1.1 | -5% | nt | 20% | -10%

This is a subset; count on the stated rates, not on these rows.
